Source: PubChem BioAssay
PTHR1 agonist = PTHR1 (human) receptor agonism; Q03431; HEK293 GP2 PTHR1 cells, GloSensor cAMP luminescence, 1 h; Potency, µM (titrated, usually from 115 µM), for the others: at the top dose activation, most hits filed as activators; hit rate 0.075% among 410,000; AID 743266; also: potency is read from the fitted curve at half-maximal effect; nearly all actives have a fitted effect of over 55% in size; some results filed as inactive show a strong effect at the top dose; inactives centre near -15; many of its hits are not listed in these tables
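HEK-293-derived GP2 cells expressing PTHR1 and a GloSensor cAMP reporter, 3,000/well, plated overnight, given luciferin plus IBMX (each 0.5 mM as added) for 1 h at 37 °C, then compound for 1 h at 37 °C. Luminescence was read after 15 min at room temperature.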
GLP1R inv ag = GLP-1 receptor (human) inverse agonism; AID 624417; HEK293 GLP-1R CRE-luciferase, luminescence, 24 h; GLP-1R form is constitutively active; hit rate 1.6% among 410,000; P43220; Potency, µM (titrated, usually from 38.3 µM), for inactives: at the highest dose activity change, negative = inhibition, hits mostly inhibitors; also: potency is read from the fitted curve at half-maximal effect; % is scaled to controls: 0 for no effect and ±100 for the full control effect; nearly all actives have a fitted effect of over 55% in size
Target sequence (P43220 whole entry, looked up): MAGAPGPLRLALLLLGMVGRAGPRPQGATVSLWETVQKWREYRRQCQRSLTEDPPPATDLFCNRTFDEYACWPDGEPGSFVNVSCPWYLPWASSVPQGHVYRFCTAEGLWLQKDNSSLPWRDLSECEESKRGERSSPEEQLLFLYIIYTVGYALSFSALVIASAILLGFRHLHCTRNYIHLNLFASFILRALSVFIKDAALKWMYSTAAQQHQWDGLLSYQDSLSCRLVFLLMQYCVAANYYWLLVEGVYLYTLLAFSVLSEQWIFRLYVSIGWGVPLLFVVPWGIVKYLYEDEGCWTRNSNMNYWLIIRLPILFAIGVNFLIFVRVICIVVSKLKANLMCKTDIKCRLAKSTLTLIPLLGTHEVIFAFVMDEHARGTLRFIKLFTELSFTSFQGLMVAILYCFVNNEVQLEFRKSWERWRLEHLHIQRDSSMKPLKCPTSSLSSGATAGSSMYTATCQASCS
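Stable HEK293 clone (constitutively active GLP-1R + cAMP-response luciferase); 200 cells/uL plated, 12 h pre-culture, compound 24 hr, 37 deg C/5% CO2; detection reagent 12 min RT; luminescence.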
GLP1R ag = agonists of human GLP-1 receptor; P43220; HEK293 GLP-1R CRE-luciferase, luminescence, 4-6 h; cells express a hypersensitive GLP-1R form; Potency, µM (doses to about 45.6 µM), inactives show at the top dose activation, most hits filed as activators; hit rate 0.007% among 380,000; AID 624172; also: potency is read from the fitted curve at half-maximal effect; % of control where 0% means no effect
DRD3 agonist = agonists of human D3 dopamine receptor; P35462; D3R DiscoveRx beta-arrestin cells, luminescence, 90 min; max activation, %; hit rate 0.58% among 410,000; in the data active = max activation above about 30%; also: 0% is about no effect; mostly tested at two doses, the higher about 12 µM
Target sequence (P35462 whole entry, looked up): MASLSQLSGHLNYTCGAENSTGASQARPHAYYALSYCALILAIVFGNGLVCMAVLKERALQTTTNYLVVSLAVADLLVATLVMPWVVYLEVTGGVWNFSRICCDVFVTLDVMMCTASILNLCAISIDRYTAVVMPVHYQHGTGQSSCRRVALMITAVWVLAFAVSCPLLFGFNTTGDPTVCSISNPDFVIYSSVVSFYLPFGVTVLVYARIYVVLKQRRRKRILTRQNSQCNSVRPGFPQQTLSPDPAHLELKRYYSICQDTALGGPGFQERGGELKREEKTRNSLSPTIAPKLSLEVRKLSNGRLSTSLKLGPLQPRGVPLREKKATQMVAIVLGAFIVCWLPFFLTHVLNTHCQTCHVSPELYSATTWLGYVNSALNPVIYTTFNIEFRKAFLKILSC
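Cells at 1500/well, incubated overnight, then treated with pinned compounds (dopamine as control) for 90 min at 37 degrees C. DiscoveRx reagent added for 30 - 60 minutes at room temperature; luminescence read.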
DRD3 antagonist = blocks the human D3 dopamine receptor | max response, negative = inhibition, % | D3R cells, DiscoveRx beta-arrestin luminescence, antagonist mode; active compounds read low | AID 652054 | hit rate 2.5% among 360,000 | P35462; in the data active = max response below about -50%; inconclusive = no clear call, values can overlap the other calls; also: % is scaled to controls: 0 for no effect and ±100 for the full control effect; mostly tested at two doses, the higher about 12 µM
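Cells plated overnight at 1500 cells/well, then exposed to library compounds with dopamine controls for 90 minutes at 37 degrees C. DiscoveRx reagent added for 30–60 minutes at room temperature; luminescence read, quantitative HTS format.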
HEK293 tox = cytotoxicity counter-screen for GLP-1 receptor inverse agonists | HEK293 cAMP-luciferase reporter cells, luminescence, 24 h | Potency, µM (top dose mostly 38.3 µM), for the others: top-dose activity change, negative = inhibition, actives largely listed as inhibitors | hit rate 0.13% among 410,000 | AID 624418;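 also: loss of luciferase light is scored as toxicity; potency is read from the fitted curve at half-maximal effect; % is scaled to controls: 0 for no effect and ±100 for the full control effect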
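1536-well qHTS counterscreen of the MLSMR; 200 cells/uL, 12 h pre-incubation, 23 nL cpd, 24 h at 37 deg C 5% CO2, luciferase detection reagent, 12 min RT, luminescence. Inhibition = undesired.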
TDP43 rescue = TDP-43 toxicity inhibition in yeast. TDP-43 expressing yeast growth rescue, BacTiter-Glo, 24 h. Potency, µM (series often up to 46.1 µM), without a hit: top-dose growth rescue (activation), hits mostly activators. hit rate 1.8% among 410,000. AID 652104; also: potency is read from the fitted curve at half-maximal effect; % of control where 0% means no effect; nearly all actives have a fitted effect of over 50% in size
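Yeast cells expressing TDP-43 under galactose induction are exposed to compounds for 24 hr at 30 deg C. BacTiter-Glo luminescence measures growth, so protective compounds score as activators.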
aSyn rescue = alpha-synuclein toxicity inhibition in yeast | Potency, µM (doses to about 46.1 µM), without a hit: at the highest dose growth rescue (activation), usual class: activators | Yeast expressing alpha-synuclein, growth rescue, BacTiter-Glo, 24 h | hit rate 0.14% among 370,000; also: potency is read from the fitted curve at half-maximal effect; % of control where 0% means no effect; nearly all actives have a fitted effect of over 65% in size
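Screening used galactose-induced yeast with toxic alpha-synuclein levels, exposed to compound for 24 hr at 30 deg C. Cell growth, read with BacTiter-Glo luminescence, gave the measured signal.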
KB-V1 MDR tox = kills drug-selected multidrug resistant KB-V1 cells; KB-V1 MDR cells viability, CellTiter-Glo, 72 h; Potency, µM (highest dose often 46.1 µM), without a hit: at the top dose activity change, negative = cytotoxicity, actives largely listed as cytotoxic; hit rate 3.4% among 400,000; also: potency is read from the fitted curve at half-maximal effect; % is scaled to controls: 0 for no effect and ±100 for the full control effect; nearly all actives have a fitted effect of over 60% in size
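Readout: CellTiter-Glo luminescence, 10 min after addition. Cells: KB-V1 MDR subline, 72 h at 37 degrees C with compound. Analysis: corrected, normalized data fitted to concentration-effect curves.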
* = called active by the depositor; i = inactive; ? = inconclusive; . = no result given; [ ] = remark or other dose. Unless noted, calls follow the shape of the dose curve; as a rule, active = well fitted curve in the direction sought with a large enough effect; inconclusive = small, poorly fitted or top-dose-only effect, or another doubt; inactive = no such curve, though single readings can be large; an effect the other way counts as inactive or inconclusive. A portion of the library; the hit share may differ from the screen's.

SMILES	PTHR1 agonist	GLP1R inv ag	GLP1R ag	DRD3 agonist	DRD3 antagonist	HEK293 tox	TDP43 rescue	aSyn rescue	KB-V1 MDR tox
CC(=O)c1cc(-c2ccccc2)[nH]c1N1CCCC1	i	71%[activator]	-6%	1	0	-12%	7%	-11%	14%
CCCC(=O)Nc1ccc2oc(-c3ccncc3)nc2c1	i	0%	5%	-14	10	3%	2%	9%	5%
O=c1[nH]c2cc(Cl)c(Br)cc2o1	-53%[inhibitor]	5%	10%	7	18	-18%	4%	0%	?
COc1ccc(OC)c2c(N3CCN(C)CC3)cc(C(F)(F)F)nc12	-23%	17%	6%	0	4	23%	-4%	-5%	-5%
N#CCCn1cc(/C=N/NC(N)=S)c(-c2ccc(Br)cc2)n1	i	-14%	20%	4	-17	?	-8%[0.397 µM]	3%	-25%
O=C(N/N=C/c1ccccn1)c1cccc(S(=O)(=O)N2CCCC2)c1	i	9%	4%	2	2	5%	7%	-2%	-6%
CCN(CC)CCn1c2c(c(SCC(=O)Nc3ccc4c(c3)OCCO4)nc1=O)CCC2	-10%	-21%	-1%	-5	11	2%	-7%	2%	1%
CCc1nnc(NC(=O)C2CCCN(c3nc4ccccc4s3)C2)s1 (stereo not given)	-1%[57.5 µM]	-9%	-3%	17	9	2%	-14%	6%	15µM*
O=C(N/N=C/c1ccccn1)c1cccc(NC(=O)c2ccccc2Cl)c1	-11%	0%	11%	-1	-13	-1%	9%	2%	0%
O=S(=O)(c1cccs1)N1CN(C2CCCCC2)c2nc3ccccc3nc21	-1%	?	11%	4	16	-11%	-11%	1%	-21%
Cc1cc(-c2nc(C)c(-c3nnc(SCC(=O)Nc4cc(Cl)cc(Cl)c4)n3C)s2)no1	-7%	-19%	12%	-1	-2	2%	-17%	-3%	0%
CC(C)CN(C(=O)CN1CCN(S(=O)(=O)c2ccc3ccccc3c2)CC1)c1c(N)n(CC(C)C)c(=O)[nH]c1=O	i	-11%	5%	-1	8	1%	16%	2%	27%
CCOC(=O)CC1=NN(c2ccccc2)C(=O)C1	-22%	1%[7.66 µM]	0%	2	12	-2%[7.66 µM]	-7%[9.22 µM]	3%	-5%
Cc1cc(C)c(S(=O)(=O)Nc2ccc(N(C)C)cc2)c(C)c1-n1cnnn1	-9%	-2%	11%	1	-9	-2%	-12%	-1%	?
N/C(=N\NC(=O)c1ccccc1Cl)c1cc2ccccc2oc1=O	-3%	12%	0%	18	4	17%	12%	-6%	0%
Cc1ccc(C(=O)NN2C(=O)C3C4c5ccccc5C(c5ccccc54)C3C2=O)cc1 (stereo not given)	i	-2%	-1%	2	-1	-2%	2%	4%	-4%
Cc1nn(C)c(C)c1/C=N/NC(=O)CCn1nc(C)c([N+](=O)[O-])c1C	i	1%	1%	-3	2	2%	14%	-1%	?
CCCCCC(=O)Nc1ccccc1N1CCN(c2ccccc2)CC1	i	19%	8%	15	?	9%	?	-15%	-20%
COc1ccc(C2CC(=O)c3c([nH]c(C(=O)OC4CCCCCC4)c3C)C2)cc1 (stereo not given)	i	?	.	1	.	14%	20%	.	1%
COc1ccc(NC(=O)c2cc(-c3cc(F)ccc3OC(C)C)n[nH]2)cc1OC	-3%	?	4%	8	-8	-2%	35µM*	2%	3%
N#Cc1nc(-c2ccc(OCc3ccc(Cl)cc3)cc2)oc1NCCCn1ccnc1	-17%[57.5 µM]	0%	-7%	0	-29	0%	-3%	4%	24%
NS(=O)(=O)c1cc(C(=O)OCC(=O)N2CCOCC2)ccc1Cl	-10%	6%	10%	11	-6	7%	-3%	-13%	15%
O=C(NC(=S)NC1CCCCCCCCCCC1)c1cccnc1	-12%	6%	-2%	0	-18	25%	5%	-5%	-25%
c1ccc(-c2nc3ccccc3o2)nc1	-17%	8%	-1%	3	2	-3%	0%	7%	-28%
N#Cc1c(NC(=O)CSc2nc(N)cc(=O)[nH]2)sc2c1CCCC2	-20%	25%	6%	9	16	-3%	-14%	2%	-24%
COc1ccc(Cl)cc1NC(=O)c1cc2ccccn2n1	i	6%	.	-13	.	2%	15%	.	-13%
O=C(CSc1oc(-c2ccco2)nc1S(=O)(=O)c1ccc(Cl)cc1)Nc1ccc(F)cc1	i	14%	.	-6	.	12%	4%	.	?
O=C(NCC1CCCO1)c1ccc2[nH]c3c(c2c1)CCCC3 (stereo not given)	-33%[inhibitor]	-7%	0%	-5	-12	6%	12%	-4%	-3%
O=C(Nc1cccc(/C=C/c2ccccn2)c1)c1ccc(-n2cncn2)cc1	i	3%	13%	1	51	4%	14%	0%	?
CC(C)C1C(c2ccccc2)N(C)C(c2ccccc2)CC1(O)c1ccccc1 (stereo not given)	i	0%	-14%	3	-13	2%	-14%	7%	?
O=C(Nc1ccc(OC(F)(F)F)cc1)c1ccc2nccnc2c1	-87%[inhibitor]	?	4%	12	9	-10%	?	-13%	-6%
CCOC(=O)c1ccc(NC(=O)c2nc[nH]c2C(=O)NCc2ccccc2)cc1	-24%	-5%	-3%	57*	0	1%	29%	6%	?
COc1ccc(OC)c(NC(=O)c2cc3c(s2)-c2ccccc2SC3)c1	i	1%	.	0	.	16%	24%	.	.
Cn1nc(C(=O)NCc2ccc(F)cc2)c2c1-c1ccccc1S(=O)(=O)C2	-22%	1%	15%	5	0	-6%	10%	1%	7%
Cc1c(NC(=O)C(C)OC(=O)c2cccs2)c(=O)n(-c2ccccc2)n1C (stereo not given)	i	3%	-6%	-2	-10	-5%	6%	0%	-3%
O=C(COC(=O)CNC(=O)C1CCCCC1)Nc1ccc(F)c([N+](=O)[O-])c1	-15%	-6%	5%	-12	-11	-9%	10%	0%	.
CSCC[C@H](N)C(=O)N1CCC(C(=O)N[C@H](C)C(=O)NC(C)c2ccccc2)CC1 (stereo not given in full)	-15%	7%	-4%	-3	-13	-25%	22%	-1%	0%
CC1=C(C(=O)N2CCOCC2)C(c2ccc(C)cc2)NC(=S)N1 (stereo not given)	i	-11%	6%	5	0	-11%	-17%[0.397 µM]	-1%	9%
Cc1ccc(C(C)C)cc1OCC(=O)N1CCN(C(=O)c2ccco2)CC1	-11%	-23%	-1%	1	-3	7%	21%	5%	-15%
Cc1ccccc1NCC(=O)c1ccc(Br)cc1	-10%[57.5 µM]	0%	-14%	-40	-16	4%	-8%	1%	-12%
CCSC1=C(C#N)C(=O)n2c1cc1c2CCCC1	-5%[57.5 µM]	?	-9%	-6	-66*	-12%	?	-2%	11%
COc1ccc(NC(=O)c2ccco2)c(NC(=O)Cc2cccs2)c1	-10%[57.5 µM]	-5%	-2%	-2	-11	1%	-10%	-7%	-27%
Cn1c(N)c(C(=O)COC(=O)c2ccc(-c3ccccc3)cc2)c(=O)n(C)c1=O	-31%[inhibitor]	7%	3%	23	29	-2%	1%	2%	-1%
COc1ccc([C@H](OC)[C@@]2(Cc3ccc(O)cc3)N=C(N)N(C)C2=O)cc1	-17%	4%	1%	-3	-26	-13%	1%	6%	0%
Cc1ccn(CC(=O)N/N=C/c2cc([N+](=O)[O-])ccc2O)n1	-23%	-19%	-1%	-12	?	4%[1.53 µM]	?	-8%	?
O=C(c1cccc(S(=O)(=O)N2CCCC2)c1)N1CCN(c2ccccc2F)CC1	i	0%	6%	-8	8	3%	-11%	5%	6.5µM*
OC(COc1ccc(C2C=CCC2)cc1)CN1CCCCC1 (stereo not given)	0%[57.5 µM]	?	-3%	-22	-9	-9%	-19%	-8%	-24%
CCOC(=O)CSc1nc2ccccc2c(=O)n1CCN1CCOCC1	13%[57.5 µM]	-16%	0%	6	17	-31%	-10%	-1%	13µM*
O=C(c1ccco1)N1CCN(CCOc2ccc(F)cc2)CC1	-9%	5%	-3%	20	-11	25%	5%	-5%	-20%
CCCC(=O)N1CCCC(C(=O)c2ccc(OC)c(OC)c2)C1 (stereo not given)	i	79%[activator]	9%	7	15	1%	17%	-1%	-18%
O=C(c1ccco1)N1CCN(CC(=O)N2CCCc3c2c(=O)oc2ccc(O)cc32)CC1	i	1%	-2%	14	9	5%	1%	1%	-26%
CC(C)c1ccc(CC(=O)N2CCC2(C)C(=O)Nc2ccccc2)cc1 (stereo not given)	-55%[inhibitor]	?	-1%	1	-8	1%	0%	3%	-9%
CCOc1ccc(NC(=O)Cn2c(=O)n(CCCC(=O)NC3CCN(Cc4ccccc4)CC3)c(=O)c3ccccc32)cc1	i	-7%	9%	-8	2	1%	-8%	0%	?
CCc1ccccc1NC(=O)C1CCN(S(=O)(=O)c2ccc(N3CCCC3=O)cc2)CC1	-39%[inhibitor]	9%	-5%	3	19	1%	8%	-1%	-1%
CCOc1cc(S(=O)(=O)N2CC=C(c3ccc(F)cc3)CC2)c(OCC)cc1-n1cnnn1	12%[57.5 µM]	?	-1%	-2	-15	?	-17%	5%	?
O=C1CC(N2CCC(c3nc4ccccc4o3)CC2)C(=O)N1c1ccc(F)cc1 (stereo not given)	-14%	-3%	-1%	-2	-1	1%	-9%	2%	12%
CC(C)(C)c1ccc(OCc2nc3ccccc3n2CCOc2ccccc2)cc1	-2%	?	.	-17	.	-4%	-18%	.	-4%
CSc1ccc(Cl)c(C(=O)OCC(=O)Nc2ccccc2OC(F)F)c1	i	0%	-1%	-3	-10	5%	4%	-2%	-14%
CCOc1ccccc1N(CC(=O)Nc1ccc(S(=O)(=O)N2CCCC2)cc1)S(C)(=O)=O	i	43%[activator]	0%	7	3	6%	9%	9%	-6%
